UDG counterscr – Primary qHTS assay for inhibitors of Activation Induced Cytidine Deaminase (AID): UDG Counterscreen signal | Uracil-DNA glycosylase | FRET deamination/UDG coupled assay, UDG read, 4 h | Potency, µM (titrated, usually from 115 µM), without a hit: at the top dose activity change, negative = inhibition, hits mostly inhibitors | 0.14% of 91,000 active | AID 1347430, 2020; further: nearly all actives have a fitted effect of over 65% in size
AID inh – Primary qHTS assay for inhibitors of Activation Induced Cytidine Deaminase (AID): AID signal; Potency, µM (titrated, usually from 115 µM), for inactives: at the highest dose activity change, negative = inhibition, most hits filed as inhibitors; AID 1347428, 2020; AID deamination FRET fluorescence, UDG-coupled, 4 h; Single-stranded DNA cytosine deaminase (Homo sapiens), Q9GZX7; 0.32% of 91,000 active; further: nearly all actives have a fitted effect of over 25% in size
Target sequence (Q9GZX7 whole entry, looked up): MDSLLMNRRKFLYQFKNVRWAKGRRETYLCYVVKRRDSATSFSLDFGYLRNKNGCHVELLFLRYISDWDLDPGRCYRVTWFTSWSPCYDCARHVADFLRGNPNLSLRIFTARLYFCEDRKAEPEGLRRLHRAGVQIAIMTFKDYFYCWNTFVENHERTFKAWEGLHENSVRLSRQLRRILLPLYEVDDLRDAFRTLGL
An asterisk follows results filed as active; ? = inconclusive; [ ] = dose if it differs, or a comment. The call rests on the fitted dose curve; in most records, active means well fitted curve in the direction sought with a large enough effect; inconclusive means small, poorly fitted or top-dose-only effect, or another doubt; inactive means no such curve, though single readings can be large; an effect the other way counts as inactive or inconclusive. On the % scale 0 is the no-effect control and ±100 the full control effect; potency means the concentration at half of the fitted maximal effect.

(1) O=C(c1nn(-c2ccccc2)c(=O)c2ccccc12)N1CCC1
(2) O=C(c1ccc(-n2cccc2)cc1)N1CCN(S(=O)(=O)c2ccc(C(F)(F)F)cc2)CC1
(3) O=c1c2oc3ccccc3c2n(Cc2ccccc2Cl)c(=O)n1Cc1ccc2c(c1)OCO2
(4) NC(=O)C(NC(=O)c1cccc(Oc2cccc(C(F)(F)F)c2)c1)C(N)=O
(5) Fc1cccc(Cl)c1/C=N/N=C1c2ccccc2-c2ccccc21
(6) O=C1CCC(c2ccccc2)=NN1c1ccc(Br)cc1
(7) Cc1noc(-c2ccc(OCc3ccccc3F)cc2O)c1-c1ccccc1
(8) COc1cccc(C(=O)N2CCN(CCc3ccncc3)CC2)c1
screen / no.	1	2	3	4	5	6	7	8
UDG counterscr	4%	0%	1%	1%	1%	-9%	9%	-10%
AID inh	-2%	-2%	-14%	5%	1%	-8%	2%	32%[activator]

(9) CC(=O)N1CCc2c(sc3c2c(=O)n(Cc2ccccc2)c(=O)n3Cc2cccc(Cl)c2)C1
(10) NC(=S)N1CCCN1c1ccccc1
(11) CCOc1ccc(NS(=O)(=O)c2ccc(-c3cc(C)no3)s2)cc1
(12) COc1ccc(NC(=O)c2oc3ccccc3c2NC(=O)Cc2cccs2)cc1
(13) Nc1cc(S(=O)(=O)O)ccc1S(=O)(=O)O
(14) C=CCN1CCN(C(=O)/C=C/c2ccccc2)CC1
(15) COc1cc(OC)c(OC)cc1CN1CCc2nc(N3CCN(C)CC3)ncc2C1
(16) COc1cc(CC(=O)OCc2ccccc2C#N)ccc1C
screen / no.	9	10	11	12	13	14	15	16
UDG counterscr	?	-12%	-16%	-7%	1%	-4%	3%	5%
AID inh	32µM*	-14%	21%	33%[activator]	10%	-1%	195%[activator]	-5%

(17) Cc1ccc(-n2nc(CO)c(C(=O)NCCCc3ccccc3)n2)cc1
(18) Cc1ccc(OC(C)C(=O)N2CCN(CCc3ccncc3)CC2)cc1C (centres undefined)
(19) N#Cc1ccc(NC(=O)NCc2ccccn2)cc1
(20) Cc1cccc(NC(=O)CNC(=O)c2cc3ccc(F)cc3nc2C)c1C
(21) COc1cc(C#N)ccc1OCC(=O)NC(c1ccccc1)C1CC1 (centres undefined)
(22) CCOC(=O)c1c(NC(=O)c2ccc(S(=O)(=O)N(CC(C)C)CC(C)C)cc2)sc2c1CCN(C(=O)OCC)C2
(23) COc1ccc(-c2noc(N3CCC(C(=O)N(C)c4cc(Cl)ccc4OC)CC3)n2)cc1
(24) CCOC(=O)C(C(C)=O)=C1SCCS1
screen / no.	17	18	19	20	21	22	23	24
UDG counterscr	2%[57.5 µM]	?	-1%	3%	-3%	-5%	-14%	13%
AID inh	4%	28%	-3%	6%	-4%	14%	79µM*	4%

Seven of these compounds, set out differently.
Value order: UDG counterscr	AID inh
15: COc1cc(OC)c(OC)cc1CN1CCc2nc(N3CCN(C)CC3)ncc2C1
    3%	195%[activator]
16: COc1cc(CC(=O)OCc2ccccc2C#N)ccc1C
    5%	-5%
17: Cc1ccc(-n2nc(CO)c(C(=O)NCCCc3ccccc3)n2)cc1
    2%[57.5 µM]	4%
18: Cc1ccc(OC(C)C(=O)N2CCN(CCc3ccncc3)CC2)cc1C (centres undefined)
    ?	28%
19: N#Cc1ccc(NC(=O)NCc2ccccn2)cc1
    -1%	-3%
20: Cc1cccc(NC(=O)CNC(=O)c2cc3ccc(F)cc3nc2C)c1C
    3%	6%
21: COc1cc(C#N)ccc1OCC(=O)NC(c1ccccc1)C1CC1 (centres undefined)
    -3%	-4%

Additional structures follow.
(25) CC(C)C(NC(=O)c1ccccc1Cl)C(C)C
(26) CCOc1ccc(CCNC(=O)Cn2nc(-c3ccc(C)cc3)ccc2=O)cc1OCC
(27) O=C(CSc1nnnn1C1CC1)Nc1ccc(CN2CCCC2)cc1
(28) CC(C)NC(=O)N1CCC(N2CCN(Cc3ccc(F)cc3)C(=O)C2=O)CC1
(29) CCNC(=S)NN1CCN(C)CC1
(30) Cc1ccc(S(=O)(=O)N2CCCc3cc(NC(=O)c4ccc(F)c(F)c4)ccc32)cc1
(31) Cc1cc(OCC(=O)Nc2ccc(CCO)cc2)c2c(C)cc(=O)oc2c1
(32) CCCCn1nc(C(=O)Nc2ccc(OC)c(Cl)c2)c2ccccc2c1=O
screen / no.	25	26	27	28	29	30	31	32
UDG counterscr	-10%	1%[57.5 µM]	-16%	21%	-3%	-11%	7%	-9%
AID inh	-14%	-3%	-26%	1%	-7%	?	17%	-6%

(33) CCN(CC)c1cc2c(cc1F)c(=O)c(S(=O)(=O)c1ccc(C)cc1)cn2Cc1ccc(F)cc1
(34) CC1=C(C(=O)OC(C)C)C(c2ccc(C(F)(F)F)cc2)NC(=O)N1 (centres undefined)
(35) COc1ccc(C(=O)OCC(=O)c2ccc3c(c2)OCCO3)cc1
(36) O=C(Nc1ccc(Cl)cc1C(F)(F)F)C(c1ccccc1)c1ccccc1
(37) CCc1ccc(NC(=O)COc2ncnc3ccccc23)cc1
(38) O=C(/C=C/NCc1ccccc1)C(F)(F)F
(39) CCc1ccc(CNCc2c(C(=O)O)n(Cc3cccc(F)c3)c3cc(OC)ccc23)cc1
(40) CCSc1nnc(NC(=O)c2cc(=O)c3cc(C)ccc3o2)s1
screen / no.	33	34	35	36	37	38	39	40
UDG counterscr	11%	7%	5%	-4%	-8%	0%	-6%[57.5 µM]	-4%[57.5 µM]
AID inh	-15%	0%	19%	-9%	-16%	3%	1%	7%[57.5 µM]

4 entries from above, arranged by molar mass, smallest number first:
(37) CCc1ccc(NC(=O)COc2ncnc3ccccc23)cc1
(34) CC1=C(C(=O)OC(C)C)C(c2ccc(C(F)(F)F)cc2)NC(=O)N1 (centres undefined)
(40) CCSc1nnc(NC(=O)c2cc(=O)c3cc(C)ccc3o2)s1
(36) O=C(Nc1ccc(Cl)cc1C(F)(F)F)C(c1ccccc1)c1ccccc1
screen / no.	37	34	40	36
UDG counterscr	-8%	7%	-4%[57.5 µM]	-4%
AID inh	-16%	0%	7%[57.5 µM]	-9%

The list goes on.
(41) CCOc1ccccc1NC(=O)CN1C(=O)CC(c2ccco2)Sc2ccccc21 (centres undefined)
(42) CCCCN1C(=O)C(O)(c2c(C)[nH]c3ccccc23)c2cc(Br)ccc21 (centres undefined)
(43) COc1cccc2cc(C(=O)Nc3ccc(C)cc3)c(=O)oc12
(44) CCOC(=O)CNC(=O)Cn1nc(N2CCN(c3ccccc3)CC2)ccc1=O
(45) CCN(CC)/C(C)=N/C(=S)Nc1ccccc1
(46) O=c1c(-c2cc(-c3ccc(Cl)cc3)nc3c2COc2ccccc2-3)coc2ccccc12
(47) CCCN(C(=O)Cn1ncc2c([nH]c3ccc(C)cc32)c1=O)c1ccccc1C
(48) Cc1ccc(OCC(=O)Nc2nnc(S(=O)(=O)N3c4ccccc4CC3C)s2)cc1 (centres undefined)
screen / no.	41	42	43	44	45	46	47	48
UDG counterscr	0%	-10%	?	3%[57.5 µM]	-6%	-1%	5%	6%
AID inh	?	-6%	2%	3%	0%	17%	-9%	?

(49) CC(=O)Nc1ccc(NC(=O)CC(C)c2ccccc2)cc1 (centres undefined)
(50) CCC(NC(C)=O)c1cccs1 (centres undefined)
(51) CC(CCc1ccccc1)NC(=O)C1(c2ccccc2)CCCC1 (centres undefined)
(52) O=C1NC2(CCCCCCC2)NN1c1ccc(Br)cc1
(53) Cc1ccc(F)cc1S(=O)(=O)N1CCC(c2nc3ccccc3s2)CC1
(54) COc1cc(C(=O)Nc2nnc(S(=O)(=O)N(C)c3ccccc3)s2)cc(OC)c1OC
(55) CCc1cc2c(SCC(=O)c3ccc(NC(C)=O)cc3)ncnc2s1
(56) COC(=O)c1cc(CN)cs1
screen / no.	49	50	51	52	53	54	55	56
UDG counterscr	-17%	-8%	-6%	-2%	4%	12%[57.5 µM]	1%	-3%
AID inh	-16%	1%	-1%	-7%	-17%	-13%	11%	3%

(57) Cc1ccnc2nc(C(=O)OCC(=O)Nc3ccc4c(c3)OCCO4)nn12
(58) Cc1ccc(NC(=O)CSc2nc(=O)n(CCCN(C)C)c3c2CCC3)cc1F
(59) O=C1CCSc2ccc(C(=O)NOC3CCCCO3)cc2N1 (centres undefined)
(60) Cc1ccc(S(=O)(=O)c2nc(-c3ccco3)oc2SCC(C)C)cc1
(61) COC(=O)Cc1c(C)c2cc3c(c(C)c2oc1=O)OCN(CCc1ccc(OC)cc1)C3
(62) Cc1nc2ccc(S(=O)(=O)N(C)CC(=O)Nc3ccc(Br)c(C)c3)cc2s1
(63) N#Cc1nc(/C=C/c2cccs2)oc1NC1CC1
(64) Cc1c(Cl)cccc1NC(=O)CCC(=O)NNC(=O)C1CCCCC1
screen / no.	57	58	59	60	61	62	63	64
UDG counterscr	6%	-13%	-1%	-15%	31%[activator]	-4%	-5%	2%
AID inh	3%	16%	0%	-5%	26%	6%	17%	3%

(65) COc1ccc(-n2nc(C(=O)Nc3ccc(C)cn3)c3c4ccccc4n(C)c3c2=O)cc1Cl
(66) CCCCNC(=O)c1sc2ncccc2c1-n1cccc1
(67) COc1cc(NC(=O)C(NC(=O)C2CCC(C)CC2)C(C)C)cc(OC)c1OC (centres undefined)
(68) Fc1cc(F)c2ncc3c(-c4ccccc4)nn(-c4cccc(Cl)c4)c3c2c1
(69) COc1cc(OC)c(NC(=O)CN2CCCN(Cc3ccccc3C)S2(=O)=O)cc1Cl
(70) Cc1cc(C)c(S(=O)(=O)NCCS(=O)(=O)N2CCN(c3ccccc3)CC2)c(C)c1
(71) O=C(O)COc1ccc(-c2ccccc2)cc1Cl
(72) COc1cc(/C=N/O)ccc1OCc1c(Cl)cccc1Cl
screen / no.	65	66	67	68	69	70	71	72
UDG counterscr	5%	-7%	3%	-18%	12%	-7%	11%	-3%
AID inh	17%	-21%	49%[activator]	0%	-1%	-3%	7%	-4%

The list is partial; rates above refer to the full screens.
